HTR5A ag = HTR5A agonists in luminescence cell assay, primary screen, counter-screen for OPRM1-OPRD1 heterodimer agonist project, full-deck HTS; 5-hydroxytryptamine receptor 5A (Homo sapiens), P47898; cell-based; activation, % at 9.3 µM; 340,000 compounds, 0.61% hits; in the data active = activation mostly above about 9.5%, no sharp cut-off; inactive = mostly below about 7.6%;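 also: 0% = cells with vehicle only and 100% = reference agonist; strong numbers were not always called active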
MOR-DOR ag = agonists of OPRM1-OPRD1 heterodimerization, primary screen, cell-based, luminescence. cells. activation, % at 9.3 µM. 340,000 compounds, 0.3% hits. AID 504326, 2011; in the data active = activation above about 18%;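 also: 0% = vehicle-treated cells and 100% = reference agonist; values of inactives mirror those of a sister screen read the other way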
Target sequence (P35372 whole entry, looked up): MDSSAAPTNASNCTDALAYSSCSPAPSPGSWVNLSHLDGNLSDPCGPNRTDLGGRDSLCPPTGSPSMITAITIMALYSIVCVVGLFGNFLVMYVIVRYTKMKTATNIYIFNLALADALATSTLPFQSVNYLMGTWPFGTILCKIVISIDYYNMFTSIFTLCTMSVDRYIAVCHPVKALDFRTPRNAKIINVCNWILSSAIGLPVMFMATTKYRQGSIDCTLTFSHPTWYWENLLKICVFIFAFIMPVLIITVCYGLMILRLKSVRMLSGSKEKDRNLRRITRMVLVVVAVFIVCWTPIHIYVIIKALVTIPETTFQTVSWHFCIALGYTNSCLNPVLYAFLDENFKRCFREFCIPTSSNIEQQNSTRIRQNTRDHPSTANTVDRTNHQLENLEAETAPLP
Target sequence (P41143 whole entry, looked up): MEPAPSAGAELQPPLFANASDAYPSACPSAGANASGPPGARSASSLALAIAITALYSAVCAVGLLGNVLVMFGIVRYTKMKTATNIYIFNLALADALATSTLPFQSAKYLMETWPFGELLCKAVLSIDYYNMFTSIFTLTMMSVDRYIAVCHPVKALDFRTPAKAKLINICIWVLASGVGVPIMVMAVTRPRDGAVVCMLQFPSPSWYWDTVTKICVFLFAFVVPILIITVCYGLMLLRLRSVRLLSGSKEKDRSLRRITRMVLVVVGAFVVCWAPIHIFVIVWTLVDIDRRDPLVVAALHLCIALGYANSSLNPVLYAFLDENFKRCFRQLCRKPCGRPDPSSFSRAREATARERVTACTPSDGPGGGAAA
HTR5A inv ag = HTR5A inverse agonists in luminescence cell assay, primary screen, counter-screen for OPRM1-OPRD1 heterodimer inverse agonist project, full-deck HTS; 340,000 compounds, 0.083% hits; AID 504634, 2011; inhibition, % at 9.3 µM; 5-hydroxytryptamine receptor 5A (Homo sapiens), P47898; HTR5A cell line, inverse agonism; in the data active = inhibition mostly above about 23%, no sharp cut-off; inactive = mostly below about 18%;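 also: 0% = cells with DMSO and 100% = no-cell wells with DMSO; some compounds called inactive have numbers as strong as hits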
Cardiac RTF inh = cardiac RTF calcium sensitivity inhibitors, primary screen, biochemical, IANBD-TnC fluorescence, EC70 calcium | inhibition, % at 7.15 µM | 340,000 compounds, 0.12% hits | IANBD-labeled cardiac RTF, Ca2+ fluorescence | Troponin I, cardiac muscle (Homo sapiens) + Troponin T, cardiac muscle (Homo sapiens) + … | AID 493244, 2011;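 active = inhibition above the mean inhibition of all tested compounds plus 3 SD, cut at about 17% in these data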;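 also: assay run at fixed EC70 calcium of 1.6 mM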
Keap1 Nrf2 FP = Keap1-Nrf2 protein-protein interaction inhibitors, primary screen, biochemical, fluorescence polarization, single point; inhibition, % at 9.4 µM; Keap1 Kelch-Nrf2 peptide fluorescence polarization, 1536-well; Kelch-like ECH-associated protein 1 (Homo sapiens), Q14145; 340,000 compounds, 0.15% hits; in the data active = inhibition above about 12%;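 also: human Keap1 Kelch domain with fluorescein labeled Nrf2 9mer peptide probe; 0% = neutral control wells and 100% = peptide positive control; higher means more block of Keap1 binding to Nrf2 peptide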
C-LANA FP = inhibitors of KSHV C-LANA binding to DNA, primary screen, biochemical, fluorescence polarization, FAM-LBS DNA, MBP-C-LANA, single point; Kaposi's sarcoma herpesvirus LANA C-terminal domain (residues 932-1162) DNA binding; inhibition, % at 9 µM; 340,000 compounds, 0.078% hits;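 active = highest replicate inhibition at or above 60% at 9 µM, even if other replicates fall short; inactive = all replicates below 60% inhibition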;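 also: 0% = neutral control wells and 100% = 4 µM acridine orange control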
CAL PDZ FP = untagged CAL PDZ binding inhibitors, primary screen, biochemical, fluorescence polarization, HTS; Golgi-associated PDZ and coiled-coil motif-containing protein (Homo sapiens), Q9HD26; purified CAL PDZ, TMR-peptide fluorescence polarization, 1 h; inhibition, % at 24.9 µM; 300,000 compounds, 0.92% hits;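 active = mean inhibition of at least 30% with at least half of replicates also reaching 30%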;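 also: 0% = DMSO neutral control and 100% = excess unlabeled competitor peptide PRC23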
cardiac RTF act = cardiac RTF calcium sensitivity activators, primary screen, biochemical, IANBD-TnC fluorescence, EC20 calcium. AID 493008, 2010. activation, % at 7.2 µM. IANBD-labeled TnC RTF fluorescence at EC20 calcium; 0% EC20 calcium, 100% full calcium. Troponin I, cardiac muscle (Homo sapiens) + Troponin T, cardiac muscle (Homo sapiens) + …. 340,000 compounds, 0.24% hits;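 active = activation above the mean over all tested compounds plus 3 SD, cut at about 30% in these data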;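 also: rise in fluorescence read as greater calcium sensitivity of cardiac thin filaments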
V-ATPase pHluor = regulators of yeast V-ATPase proton pumping, primary screen, pHLuorin cytosolic pH fluorescence. response, % at 10 µM. 350,000 compounds, 0.37% hits. S. cerevisiae; in the data active = response mostly above about 7.3%, no sharp cut-off; inactive = mostly below about 5.4%; also: actives read high; inactives centre near 0; some compounds called inactive have numbers as strong as hits; reference of the scale not given here
MOR-DOR inv ag = inverse agonists of MOR-DOR heterodimerization, primary screen, cell-based, luminescence; Mu-type opioid receptor (Homo sapiens) + Delta-type opioid receptor (Homo sapiens), …; 340,000 compounds, 0.21% hits; cell-based MOR-DOR heterodimer luminescence, inverse agonism; inhibition, % at 9.3 µM; in the data active = inhibition above about 22%, passing the limit was not always enough;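 also: 0% = cells with DMSO and 100% = wells without cells with DMSO; values of inactives mirror those of a sister screen read the other way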
* marks the source's active call; other numbers are inactive results; . = not tested or not shown.

SMILES	HTR5A ag	MOR-DOR ag	HTR5A inv ag	Cardiac RTF inh	Keap1 Nrf2 FP	C-LANA FP	CAL PDZ FP	cardiac RTF act	V-ATPase pHluor	MOR-DOR inv ag
BrCCOCCOc1ccc2ccccc2c1	4	-0.3	-13	-2	-2	2.2	-4	5	2	2
CON/C=C(\C=Nc1ccc(F)cc1)c1ncc(C(F)(F)F)cc1Cl	3	0.8	-9	-2	-9	1.3	-1	0	2	-4
COc1cccc(Cn2cnc3c(sc4nc(C)cc(C)c43)c2=O)c1	6	-0.6	-16	-40	-4	0.1	-3	-2	1	3
O=C1CCCc2ccccc2N1Cc1cccc(F)c1	-2	0.1	7	5	-3	0.6	0	4	-2	0
CC1C(=O)C(C)C(c2ccc(O)cc2)NC1c1ccc(O)cc1 (stereo unspecified)	6	-1.0	-21	-4	-2	0.0	0	-3	6	5
Cc1ccc([C@@H]2[C@@H]3C(=O)N(C)C(=O)[C@@H]3[C@]3(C)C(=O)N(CC4CC4)CC(=O)N23)o1	-3	0.2	11	5	0	-5.3	2	2	-2	-1
O=C(COC(=O)c1ccccn1)Nc1ccc(S(=O)(=O)N2CCOCC2)cc1	-3	-2.0	-22	5	-5	1.4	2	12	-2	12
O=C(CSc1n[nH]c(-c2ccccc2Br)n1)NC(=O)NCc1ccco1	4	-0.8	-5	14	-4	-2.1	-3	3	4	4
O=C(Cn1cccc1)Nc1ccc(F)cc1F	-1	-1.4	7	-9	2	0.8	0	-3	-3	8
CCC(=O)N1N=C(c2c(O)n(C)c(=O)n(C)c2=O)CC1c1ccccc1 (stereo unspecified)	-5	-3.2	-2	7	-4	0.3	.	5	-2	17
C[C@H]([C@H](O)c1ccccc1)N(C)C(=O)CN	-1	-1.7	0	-7	0	2.1	-1	4	-4	8
O=C(CNS(=O)(=O)c1ccc(Br)s1)NC1CCCc2ccccc21 (stereo unspecified)	-6	1.1	5	0	-3	0.5	0	4	0	-8
CCN(C(=O)COC(=O)c1cc(S(=O)(=O)N2CCOCC2)ccc1F)C1CCS(=O)(=O)C1 (stereo unspecified)	6	-2.0	4	2	-2	-2.3	.	-3	4	10
CCCCNC(=O)c1cc2cccc([N+](=O)[O-])c2[nH]1	3	-2.5	8	-6	4	1.6	.	2	6	13
Cc1cc(C(=O)Nc2cnc3ccccc3c2)ccc1[N+](=O)[O-]	-3	0.1	8	5	3	-0.7	-2	2	-2	-1
CCC(C)C(NC(=O)C1CCC(C)CC1)C(=O)Nc1ccc(OC)cc1 (stereo unspecified)	-3	1.5	5	-8	-3	-0.5	-2	1	2	-12
COC(=O)c1ccc(CN2CCN(C3CCCCC3)C(CCO)C2)cc1 (stereo unspecified)	2	-1.8	-5	1	-2	0.3	-4	1	-2	9
Cc1cc(Cn2nc(-c3ccccc3)cc2C(=O)NCc2cccs2)on1	1	2.4	-16	-14	2	3.0	-3	-3	-4	-13
O=C(OC(C(=O)Nc1cc(Cl)cc(Cl)c1)c1ccccc1)C1=COCCO1 (stereo unspecified)	2	8.2	-18	1	-8	-3.2	-4	5	-3	-42
O=C(NC1CCCC1)c1cccc(S(=O)(=O)N2CCCCC2)c1	-5	-0.9	-13	-7	-1	0.3	-3	-2	10	4
Clc1cccc(Cl)c1Cn1nnc(-c2cccs2)n1	0	-0.8	12	-2	-3	0.5	1	3	4	4
Cc1ccc(/C=C/C(=O)NCCCn2ccnc2)cc1	0	-3.0	0	2	0	0.2	-3	-3	1	17
O=C(CN1CCN(c2ccccc2)CC1)c1ccc2cc[nH]c2c1	-3	-2.6	11	6	-1	0.2	.	1	1	14
Cc1ccc2nc(SCC(=O)N3CCCCC3)nc(=O)n2c1	0	-1.5	0	-19	0	-2.1	0	9	3	8
CCOc1ccc(C(=O)Nc2cc(-c3nc4ccccc4[nH]3)ccc2C)cc1[N+](=O)[O-]	-1	-1.0	-2	4	1	0.7	.	-5	-7	4

Next section
SMILES	HTR5A ag	MOR-DOR ag	HTR5A inv ag	Cardiac RTF inh	Keap1 Nrf2 FP	C-LANA FP	CAL PDZ FP	cardiac RTF act	V-ATPase pHluor	MOR-DOR inv ag
CCCCNc1c(-c2cccc(-c3cc(C(C)=O)cs3)c2)nc2ccc(C)cn12	13	4.7	-16	4	2	-1.1	-4	-1	-1	-22
Cc1noc(NC(=O)c2ccc(Cl)c(Cl)c2)c1Cl	-3	-1.6	13	4	0	-0.9	.	-3	-2	9
O=C(CSc1ncccc1C(=O)O)NC12CC3CC(CC(C3)C1)C2	-3	-2.6	8	-6	-3	2.6	5	1	1	13
ClC1(CNc2ccccc2)CCN(Cc2ccccc2)CC1	-2	2.8	7	0	-1	-1.6	1	-7	1	-14
CCCCCCCC(=O)N/N=C/c1ccco1	1	-1.8	-3	-13	-4	0.6	-2	-2	-1	11
CN(CC(=O)Nc1ccc(S(=O)(=O)N2CCCC2)cc1)CC(=O)Nc1cccc(F)c1	-2	-1.9	6	-2	0	0.8	-3	4	-1	9
COc1ccccc1C(=O)N1CCN(Cc2nc3cc([N+](=O)[O-])ccc3n2C)CC1	2	2.5	-6	8	-1	0.6	-3	5	0	-13
CCOC(=O)c1c(C)[nH]c(C2=NNC(=Nc3ccccc3OC)SC2)c1C	0	3.0	0	-7	-1	-0.6	-6	0	-2	-18
CCOc1ccccc1NC(=O)c1cc(S(=O)(=O)N2CCC3(CC2)OCCO3)ccc1F	1	-1.1	-8	-7	-1	-1.0	1	5	2	6
CN(C)Cc1c[nH]c2nc[nH]c(=O)c12	0	-1.9	1	-2	1	0.0	-7	3	5	10
COc1ccc(C(C)(C)C)cc1NC(=O)CCCN1C(=O)NC(C)(C)C1=O	0	-3.8	-1	-1	1	1.2	.	1	6	20
CCN(CC)c1ccc(S(=O)(=O)N2CCCCC2)cc1NC(=O)CSCc1c(C)noc1C	0	0.9	2	-5	-2	-0.3	-2	2	10*	-3
Cc1cc(C)c(OCCNC(=O)c2ccccc2Sc2ccccc2C#N)c(C)c1	1	1.9	-4	10	-2	-0.3	-10	0	-1	-14
CCCCC(=O)NNC(=O)CC(=O)Nc1ccccc1C(=O)O	-4	-2.0	-3	-15	-4	-0.3	-1	-2	2	10
CCC1(c2ccc(F)cc2)NC(=O)N(CC(=O)NC2CCCC(C)C2C)C1=O (stereo unspecified)	5	-2.5	-17	5	0	-1.3	.	-1	-1	13
C=CCc1c(C)[nH]c2ccc(C)cc2c1=O	2	-1.2	8	-10	-3	-0.8	-2	-5	0	7
O=C(Nc1cccc(Cl)c1)Nc1ccccc1C(=O)O	10	-0.6	4	-12	2	0.0	12	2	0	3
Cc1nnc(SCC(=O)NC2CCCC2)n1-c1ccccc1	7	-2.6	-19	-1	4	1.1	0	0	-2	11
Cc1cc(C)c2c(N)c(C(=O)Nc3ccccc3Br)sc2n1	10	7.4	-26	-2	-3	-0.1	2	4	6	-38
CCS(=O)(=O)NC(C)C(c1cccs1)N1CCN(c2ccc(F)cc2)CC1 (stereo unspecified)	1	0.1	6	-3	-2	-0.8	-1	7	0	-1
O=C(CCNC(=O)c1ccccc1)OCC(=O)c1cccc(Cl)c1	6	-0.7	-17	-14	3	8.1	-7	2	8	3
CCN(C(=O)c1cc(S(=O)(=O)N2CCCCC2)c[nH]1)c1ccc(OC)cc1	7	-0.5	-22	-4	-2	-1.0	.	7	-1	3
NC(N)=NS(=O)(=O)c1ccc(NC(=S)NC(=O)Cc2ccc(Cl)cc2)cc1	-1	-1.6	5	1	-5	4.6	-1	-2	1	8
O=C(O)C1C2C=CC(C2)C1C(=O)NCCCn1ccnc1 (stereo unspecified)	0	-0.7	22	-6	2	1.2	.	6	2	3
Cn1c(=O)c2[nH]c(N=NNc3ccccc3F)nc2n(C)c1=O	4	-1.9	-18	0	0	-0.4	0	-1	2	10

(more compounds)
SMILES	HTR5A ag	MOR-DOR ag	HTR5A inv ag	Cardiac RTF inh	Keap1 Nrf2 FP	C-LANA FP	CAL PDZ FP	cardiac RTF act	V-ATPase pHluor	MOR-DOR inv ag
COc1ccc(NC(=O)CN(C)C(=O)c2ccc(COc3ccccc3)cc2)cc1	1	-2.1	-13	-7	2	1.3	.	4	6	8
COc1ccc2c(c1)CCCC2=O	0	-2.7	0	-3	0	-1.6	-4	-4	-4	13
COc1ccc(C(=O)NC2CC3CCCC(C2)N3Cc2ccccc2)c(OC)c1 (stereo unspecified)	2	0.4	-6	-14	-1	0.0	0	2	-1	-2
O=C1CCCC/C1=N\Nc1ccc(OCc2ccccc2)cc1	1	-0.2	-22	13	5	-2.7	-4	1	.	2
CCCn1c(SCC(=O)Nc2sc(C)c(C)c2C#N)nnc1C(C)C	0	-1.0	-6	0	-3	-1.0	-8	8	7	6
O=C(CCCCCNC(=S)Nc1ccccc1)C[N+](=O)[O-]	5	1.4	0	3	-2	-2.8	-2	-6	2	-10
NS(=O)(=O)c1ccc(CCNC(=S)NC2CCCC2)cc1	8	-0.3	-19	-5	-10	-1.2	.	9	1	2
NS(=O)(=O)c1ccc(CNC(=O)c2ccc(NS(=O)(=O)c3cccs3)cc2)cc1	-4	-3.8	11	-11	0	-0.1	.	-3	0	15
CC(C)c1nnc(NC(=O)CCC(=O)Nc2ccc3cn[nH]c3c2)s1	-1	-2.0	-14	-7	-2	0.7	-1	0	-3	10
CCOc1ccc(Cc2nnc(SCC(=O)Nc3ccc(C(C)=O)cc3)[nH]c2=O)cc1	-2	-0.9	4	4	-4	0.2	-3	1	-2	5
Cc1cc(O)c(-c2cc(C(=O)Nc3ccc(S(=O)(=O)N4CCOCC4)cc3)[nH]n2)cc1C	-2	1.5	13	4	2	3.2	-3	-1	-4	-7
CCC(C)Cn1c(O)cc2nn(-c3nc4ccccc4s3)c(=O)c-2c1C (stereo unspecified)	7	-2.3	-19	-4	-1	-1.2	-2	-6	1	12
CCOC(=O)N1CCN(C(=O)CSCc2nc(-c3ccccc3C)oc2C)CC1	-6	-1.0	16	-5	-2	0.9	0	0	-9	5
COc1ccc(-n2nc(C(=O)NCC(=O)NCCC3=CCCCC3)c3ccccc3c2=O)cc1	5	1.1	-15	7	4	-0.9	0	-3	2	-9
CC(c1nc2ccccc2c(=O)[nH]1)N(C)CCOc1ccc(Cl)cc1 (stereo unspecified)	1	1.8	-2	5	-6	1.3	0	-2	4	-9
COc1cc2c(cc1OC)C(c1ccco1)CC(=O)N2 (stereo unspecified)	4	-2.0	-13	-13	0	-0.1	.	-4	3	12
CCOP(=O)(c1ccc(N(C)C)cc1)C(O)c1ccccc1F (stereo unspecified)	0	-3.1	-1	-8	-1	0.2	2	12	4	15

Screens (PubChem BioAssay)

Compounds as they come; 2.8% or so of the library scored in one or more.
